# Screening results: PubChem BioAssay, NCI
# NCI-60 one-dose screen, 48 h, at 10 µM unless noted. Numbers give growth in % (100 = growth as untreated, 0 = no growth, -100 = all killed).
# HOP-92 – HOP-92 NSCLC cells | 6.3% of 71,000 active | AID 1794738
# HOP-62 – HOP-62 NSCLC. 3.9% of 80,000 active. AID 1794735
# MDA-MB-435 – MDA-MB-435 melanoma; 7.8% of 82,000 active; AID 1794794
# EKVX – EKVX NSCLC; AID 1794765; 3% of 71,000 active
# M14 – M14 melanoma. 6.2% of 80,000 active. AID 1794745
# CCRF-CEM – CCRF-CEM leukemia; 7% of 77,000 active; AID 1794778
# A549/ATCC – A549/ATCC NSCLC; 3.7% of 81,000 active
# RPMI-8226 – RPMI-8226 leukemia cells. 7.5% of 77,000 active. AID 1794781
# Starred values were filed as active, the others as inactive; / = no result given; & = joins results of further samples. Rule for the calls: active = growth percent below 10; inactive = the rest.
SMILES,HOP-92,HOP-62,MDA-MB-435,EKVX,M14,CCRF-CEM,A549/ATCC,RPMI-8226
CC(=O)OCC1CCCC(C)C1COC(C)=O (stereo not drawn),49,91,100,92,94,107,95,93
CC1(C)COCCN1CC(O)c1ccc(Br)cc1 (stereo not drawn),87,108,100,105,103,106,111,103
CC1(C)CC(=O)c2c(nc3ccc(Cl)cc3c2-c2ccccc2)C1,46,92,84,96,100,49,96,27
CN(C)c1ccc(/C=C2\SC(=O)N(CC(=O)Nc3ccc(C(=O)/C=C/c4cc5ccccc5nc4Cl)cc3)C2=O)cc1,92,96,104,97,98,100,97,111
Cn1cnc2c1c(=O)n(CC(=O)Nc1ccc(F)cc1)c(=O)n2C,/,95,110,97,97,97,86,94
CCNC(=S)NNC(=O)CN1CCN(c2cc3c(cc2F)c(=O)c(C(=O)O)cn3C2CC2)CC1,110,111,98,99,106,102,108,118
COc1ccc2c(c1)CCCC21C(=O)Nc2ccc(F)cc21 (stereo not drawn),102,91,97,101,103,88,91,88
CC(C)Sc1nc(-c2ccc(F)cc2)c(C#N)c(N2CCCCC2)n1,99,112,106,110,110,87,/,105
CC(=O)c1cccc(NC(=O)c2ccc(-c3cccc(N)c3)o2)c1,89,109,101,98,118,68,99,75
CCCCCCCCCC(=O)c1ccccc1,/,107,/,/,99,98,94,112
CCCCNC(C)C(O)c1ccc(-c2ccc(C(O)C(C)NCCCC)cc2)cc1 (stereo not drawn),54,73,91,76,100,73,73,72
O=C1c2ccccc2OC=C(c2ccccc2)N1CCCCNc1ccc(F)cc1,22,85,108,97,77,64,69,70
CC(=O)OC(OC(C)=O)c1ccccc1,71,111,122,102,111,95,85,100
CSc1cc(C(=O)O)nc(SC)n1,92,105,97,93,96,99,99,109
COc1cc(CNS(=O)(=O)c2ccc(C)cc2)ccc1OCc1cn(-c2ccc(Cl)cc2)nn1,112,95,100,90,105,97,105,88
Clc1ccc(-c2nc(-c3ccc(Cl)cc3)c3ccccc3n2)cc1,98,87,100,82,98,103,75,106
O=C(CSc1nc2ccccc2[nH]1)Nc1ccc(-c2nc3ccccc3s2)c(Cl)c1,-12*,10,13,27,-58*,/,-34*,29
Cc1ccc(Cl)cc1NC(=O)N(C)CCO,/,109,117,116,107,99,59,97
O=C(c1ccc(O)cc1)c1ccc(O)cc1,98,98,105,/,99,106,97,107
COc1cc(/C=C/C(=O)C(C(=O)/C=C/c2ccc(OC(=O)CCNC34CC5CC(CC(C5)C3)C4)c(OC)c2)C(=O)CCNC23CC4CC(CC(C4)C2)C3)ccc1OC(=O)CCNC12CC3CC(CC(C3)C1)C2 (stereo not drawn),45,30,-30*,20,-1.2*,-36*,29,-52*
C1=C2CCCCC3=Cc4ccccc4OC23Oc2ccccc21,82,94,105,99,95,78,96,81
CC(=O)OCC1O[C@@H](OC(C)=O)[C@@H](NC(=O)NS(=O)(=O)c2ccc(CCNC(=O)c3ccccc3)cc2)C(OC(C)=O)[C@@H]1OC(C)=O (stereo partly drawn),105,/,107,103,108,101,109,109
Fc1cccc(CCC2CCCC2C2CC2)c1 (stereo not drawn),110,99,106,92,105,109,111,106
COc1ccc(-c2cc(-c3cccc4ccccc34)c(C#N)c(=O)[nH]2)cc1S(N)(=O)=O,107,101,101,92,102,114,98,106
COc1ccc(C(=O)c2c(N)c(C#N)cn2-c2ccc(Br)cc2C)cc1,91,106,91,102,91,92,97,/
COc1ccc(-c2c(-c3ccc(O)cc3)c3ccccc3oc2=O)cc1,90,97,112,111,101,106,94,111
CCCCCc1ccc(S(=O)(=O)Nc2ccc3nc(NC(C)=O)[nH]c3c2)cc1,104,96,90,87,102,99,100,102
CCCCCCCC/C=C\CCCCCCCCOc1ccc(CC(=O)NCC[N+](C)(C)C)cc1,62,24,86,88,64,55,74,41
O=C1c2c(O)ccc([N+](=O)[O-])c2C(=O)c2c(O)ccc([N+](=O)[O-])c21,113,97,103,94,105,117,91,107
Oc1ccc(-c2nc(-c3ccc4oc5ccc(-c6[nH]c(-c7ccc(O)cc7)nc6-c6ccccc6)cc5c4c3)c(-c3ccccc3)[nH]2)cc1,26,73,44,/,65,44,66,20

# Record cards, from the list above. Screens in order: HOP-92, HOP-62, MDA-MB-435, EKVX, M14, CCRF-CEM, A549/ATCC, RPMI-8226
# `COc1ccc(-c2c(-c3ccc(O)cc3)c3ccccc3oc2=O)cc1` is listed with 90, 97, 112, 111, 101, 106, 94, 111
# `O=C(c1ccc(O)cc1)c1ccc(O)cc1` is listed with 98, 98, 105, /, 99, 106, 97, 107

# Going on with the list:
SMILES,HOP-92,HOP-62,MDA-MB-435,EKVX,M14,CCRF-CEM,A549/ATCC,RPMI-8226
O=C(NC1CCCCC1)c1csnn1,99,/,96,99,102,101,99,103
Cc1ccc(-c2csc(NC(=O)CN3CCN(c4cc(=O)[nH]c5ccc(F)cc45)CC3)n2)cc1,/,96,73,58,57,53,56,49
Cc1nn(-c2ccc(Br)cc2)c2nc(CNc3ccc(NCc4c(-c5ccccc5)no[n+]4[O-])cc3)[nH]c(=O)c12,108,116,107,99,101,105,97,112
O=[N+]([O-])c1cccc(-c2nnc(CSc3nnc(-c4ccccc4Cl)o3)o2)c1,95,107,103,102,105,98,103,/
CCOc1ccc(NC(=O)/C=C/c2ccc(OC)c(OC)c2)cc1,112,113,103,105,113,105,105,101
O=C(O)c1ccc(-n2c(-c3ccccc3)nc(-c3ccccc3)c2-c2ccccc2)cc1,83,94,105,99,119,88,83,100
CC(=O)O[C@H]1C[C@@]2(C)[C@@H]3CCC(C(C)C)=CC3=CC[C@@H]2C(C)(C)C1=O,99,96,101,100,95,91,99,87
O=C1c2ccccc2C(=O)c2c(O)c(Cl)cc(O)c21,88,96,102,98,/,64,108,96
Cc1cc(C)nc(NS(=O)(=O)c2ccc(Nc3nc4nc(Nc5cccc(O)c5)nc(-c5ccc(O)cc5O)c4c(=O)[nH]3)cc2)n1,/,114,98,91,/,85,96,75
CC12CCC(C(NC(=S)NN)C1=O)C2(C)C (stereo not drawn),90,108,118,102,110,95,102,/
Nc1nc(CC(=O)NCc2ccccc2)nn1C(=O)c1ccc(Cl)cc1,110,103,110,120,103,105,104,110
O=[N+]([O-])c1ccc2c(c1)C(C(Cl)(Cl)Cl)OC(C(Cl)(Cl)Cl)O2 (stereo not drawn),74,98,93,73,95,82,82,83
COc1cc2oc(-c3cccc(C(=O)N[C@H](C(=O)O)C(C)C)c3)cc(=O)c2c(OC)c1OC,/,118,99,101,104,113,99,105
Nc1c(S(=O)(=O)O)cc2c3c(cccc13)C(=O)OC2=O,91,94,102,91,102,102,116,106
O=C(NNC(=O)c1ccccc1F)c1ccccc1,97,108,104,106,108,96,97,105

# Fetched by structure from the list above (5):
SMILES,HOP-92,HOP-62,MDA-MB-435,EKVX,M14,CCRF-CEM,A549/ATCC,RPMI-8226
Cc1ccc(-c2csc(NC(=O)CN3CCN(c4cc(=O)[nH]c5ccc(F)cc45)CC3)n2)cc1,/,96,73,58,57,53,56,49
O=[N+]([O-])c1cccc(-c2nnc(CSc3nnc(-c4ccccc4Cl)o3)o2)c1,95,107,103,102,105,98,103,/
CC(=O)O[C@H]1C[C@@]2(C)[C@@H]3CCC(C(C)C)=CC3=CC[C@@H]2C(C)(C)C1=O,99,96,101,100,95,91,99,87
Nc1c(S(=O)(=O)O)cc2c3c(cccc13)C(=O)OC2=O,91,94,102,91,102,102,116,106
O=C(O)c1ccc(-n2c(-c3ccccc3)nc(-c3ccccc3)c2-c2ccccc2)cc1,83,94,105,99,119,88,83,100

# (next part)
SMILES,HOP-92,HOP-62,MDA-MB-435,EKVX,M14,CCRF-CEM,A549/ATCC,RPMI-8226
O=C1NCN(c2ccccc2)C12CCN(CCCC(c1ccc(F)cc1)c1ccc(F)cc1)CC2,/,83,48,/,10.0*,94,58,102
C/C(=N\NC(=S)N1CC2CCC(CC2)C1)c1ccccn1,34,24,11,-6.7*,-32*,3.6*,5.4*,-6.3*
CNc1nc2c(s1)C(c1ccc(F)c(F)c1)CC(=O)N2 (stereo not drawn),95,100,92,103,103,101,92,99
CCOC(=O)C#Cc1c(C(=O)OCC)nnn1[C@@H]1O[C@H](COC)[C@@H](OC)[C@H]1OC,68,98,99,107,62,28,96,63
CS(=O)(=O)c1ccncc1,97,185,96,90,78,101,96,90
Cc1ccc(-c2cc(-c3cccc(Cl)c3)[nH]c(=O)c2C#N)s1,92,105,102,102,105,99,91,84
C1CCC2(CC1)OCCO2,96,96,98,93,109,100,94,99
CCOC(=O)OCCSCCOC(=O)OCC,107,137,102,103,103,95,117,102
Cc1cc(/C=N\N=C(N)N)c(C)n1-c1ccccc1,52,94,97,91,91,78,81,66
O=C(O)c1cccc(OCc2ccccc2)c1,92,89,108,/,113,99,94,83
O=C(Nc1ccccc1)C1CN(CCc2ccccc2)CCS1 (stereo not drawn),87,98,101,95,97,104,107,107
O=C1N=c2cc3c(cc2=C/C1=C/c1sc(=S)n(Cc2ccco2)c1O)OCCO3,88,102,96,91,82,71,95,90
COc1cc2cc(Oc3ccc(NC(=O)Nc4ccccc4)cc3)c(C)nc2cc1OCCN1CCOCC1,69,102,91,72,99,51,71,55
Oc1cccnc1I,94,112,102,/,100,87,104,105
Clc1ccc(C2=Nc3cccc4cccc(c34)N2)cc1Cl,93,/,114,91,103,67,100,57

# Next section, overlapping the part above by two compounds.
SMILES,HOP-92,HOP-62,MDA-MB-435,EKVX,M14,CCRF-CEM,A549/ATCC,RPMI-8226
Oc1cccnc1I,94,112,102,/,100,87,104,105
Clc1ccc(C2=Nc3cccc4cccc(c34)N2)cc1Cl,93,/,114,91,103,67,100,57
CCc1nn2c(-c3ccc4c(c3)OCO4)c(-c3cc(OC)c(OC)c(OC)c3)nc2s1,43,77,80,/,84,78,103,81
O=C(ONC(=O)[C@@H]1CCCC[C@H]1C(=O)NOC(=O)c1ccccc1)c1ccccc1,119&93,105,95,100,93&99,85&73,109&101,99&92
Cc1nc(Nc2ccc(OCCCBr)cc2)c2c(C)nn(-c3ccccc3)c2n1,/,/,100,91,94,/,79,/
CCCCC1COc2cccc3c2N1C=C/C3=C\C(=O)N(C)c1ccc(Oc2ccccc2)cc1 (stereo not drawn),82,97,95,65,90,68,91,60
CC(C)NC(=O)OCc1c(COC(=O)NC(C)C)c(-c2ccc(Cl)c(Cl)c2)n2c1SCC2,51,29,67,62,50,25,55,36
Cc1c(Cl)cccc1NC(=O)c1sc2nc3c(cc2c1N)CCCCCC3,29,31,-19*,40,8.7*,11,19,18
CCOC(=O)c1cnc2ccc(Br)cc2c1Nc1cccc(NS(C)(=O)=O)c1,95,102,100,87,112,102,107,102
N=C(N)SCc1ccccc1Cl,/,101,106,107,102,/,108,/
CCOC(=O)c1sc(/N=C2\NC(=O)/C(=C3/C(=O)N(Cc4ccccc4)c4ccccc43)S2)nc1C,108,98,98,94,100,103,99,96
N#Cc1cc2ccncc2c2ccccc12,59,84,94,/,105,92,100,105
COc1cc(C(=O)/C=C/c2cccnc2Nc2ccc(Cl)cc2)cc(OC)c1OC,-54*,-69*,-58*,24,-47*,-11*,-29*,-30*
COc1ccc(-c2csc3c(=O)nc4c(C#N)n[nH]n4c23)cc1OC,93,106,79,100,93,64,99,103
CCOC(=O)c1cc(C(=O)c2ccc(OC)c(OC)c2)n2ccc(/C=C/c3ccncc3)cc12,105,105,101,100,106,106,108,103
COc1cc(/C=C/C(=O)N2CCN(C)CC2)c(OC)c2c1OCO2,114,98,100,97,99,106,101,114
CCOC(=O)c1nn(CC(O)c2ccccc2)c(NC(=O)Nc2ccccc2F)c1C (stereo not drawn),93,104,102,110,97,81,93,90
